Jurkat NFkB inh: lowers PMA/ionomycin-induced NF-kB signal in Jurkat cells; PMA/ionomycin-induced NF-kB luciferase reporter, luminescence; inhibition, % at 4 µM; 330,000 compounds, 0.53% hits; in the data active = inhibition above about 50%
APJ antagonist: APJ receptor antagonism; P35414; CHO-K1 APJ beta-arrestin complementation, luminescence; inhibition, % at 20 µM; 330,000 compounds, 0.32% hits;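 active = inhibition above about 40% at 20 µM, limit read from the data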;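 note: cells challenged with 10 nM apelin-13 agonist together with compound; plate controls were apelin-13 plus DMSO wells for no effect and DMSO wells lacking apelin-13 for full effect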
Target sequence (P35414 whole entry, looked up): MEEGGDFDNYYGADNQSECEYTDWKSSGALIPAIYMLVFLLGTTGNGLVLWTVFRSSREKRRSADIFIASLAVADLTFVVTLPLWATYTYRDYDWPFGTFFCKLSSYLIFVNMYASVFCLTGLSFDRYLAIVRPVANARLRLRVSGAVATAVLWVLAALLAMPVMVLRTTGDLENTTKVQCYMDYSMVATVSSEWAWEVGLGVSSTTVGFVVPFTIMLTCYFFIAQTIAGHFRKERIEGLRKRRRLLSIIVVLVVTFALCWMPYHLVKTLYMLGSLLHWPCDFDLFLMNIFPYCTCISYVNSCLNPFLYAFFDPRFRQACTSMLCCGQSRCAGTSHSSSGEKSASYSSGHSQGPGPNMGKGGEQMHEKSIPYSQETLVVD
697 NFkB inh: inhibitors of the PMA/ionomycin-induced NF-kB reporter in 697 B cells; 697 B-cell NF-kB luciferase reporter, 16 h; inhibition, % at 4 µM; 330,000 compounds, 0.33% hits; AID 435022; in the data active = inhibition above about 35%
Mdm2-MdmX inh: human Mdm2/MdmX binding inhibition | AID 485346 | O15151+Q00987 | 330,000 compounds, 3% hits | SaOS-2 split-luciferase Mdm2/MdmX complementation, luminescence | inhibition, % at 8 µM;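 active = inhibition of at least 50% at 8 µM in the primary screen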
APJ ag: agonists of human APJ apelin receptor; CHO-K1 APJ PathHunter beta-arrestin, luminescence; 0% DMSO wells, 100% apelin; P35414; AID 2520; activation, % at 20 µM; 330,000 compounds, 0.11% hits;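 active = activation more than six SD over the plate average, tested at 20 µM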;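 note: 0% = DMSO alone and 100% = apelin-13 at 10 nM; some results filed as inactive read as strong as hits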
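Test system: CHO-K1 APJ beta-arrestin complementation cell line. Amount: cell density 1000 per well. Controls: DMSO negative, 10 nM Apelin-13 positive. Signal: luminescent beta-gal fragment complementation, chemiluminescent substrate. Read-out basis: agonist-driven arrestin binding to APJ. Timing: compound stimulation 90 min at 25 °C, detection 60 min.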
XBP1 UPR activ: adaptive UPR (XBP1) activation; AID 463104; CHO-XBP1 luciferase reporter, IRE1-XBP1 UPR activation, luminescence; percent of tunicamycin response, DMSO as zero; 330,000 compounds, 0.33% hits; activation, % at 20 µM;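 active = versus positive control, 20 µM dose yields 30% or more activation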;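 note: 100% = tunicamycin at 10 µg/mL and 0% = DMSO only wells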
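Assay system: IRE1-XBP1 luciferase reporter CHO line. Input: 1000 cells/well. Buffer or medium: F12 with 10% serum. Doses: 20 µM, 1% DMSO. Times: overnight seeding at 37 °C, 6 h compound treatment at 37 °C. Technique: Steady-Glo luciferase glow luminescence, 10 min after reagent addition.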
UPR CHOP act: apoptotic UPR (CHOP) activation | CHO-CHOP luciferase reporter, luminescence; percent of tunicamycin response over DMSO baseline | 330,000 compounds, 0.34% hits | activation, % at 10 µM | AID 449763;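 active = at 10 µM dose, activation of 40% or more, normalized to positive control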;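 note: 100% = tunicamycin at 10 µg/mL and 0% = DMSO alone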
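Test system: CHO CHOP reporter cells. Input: 500 CHO-CHOP cells per well. Medium: F12 with 10% FBS. Technique: luciferase luminescence. Measure: percent activation relative to tunicamycin control. Dosing: 10 µM compound, 0.5% DMSO. Timing: 16-18 h cell attachment, then 6 h compound exposure, 37 °C.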
tim23-1 inh: inhibits growth of tim23-1 mutant yeast | S. cerevisiae tim23-1 growth, BacTiter-Glo luminescence, 24 h | inhibition, % at 20 µM | 330,000 compounds, 1.3% hits;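 active = growth inhibition of the mutant yeast at or above 50%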;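 note: temperature-sensitive mutant grown at 25 °C; plate controls were DMSO-treated mutant yeast for no effect and medium wells lacking yeast for full effect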
* = called active by the depositor.

SMILES	Jurkat NFkB inh	APJ antagonist	697 NFkB inh	Mdm2-MdmX inh	APJ ag	XBP1 UPR activ	UPR CHOP act	tim23-1 inh
Cc1cccc(Cn2c(=O)oc3ccc(C)cc32)c1	7	17	15	15	-1	1	1.2	27
COc1ccccc1N1CCN(C(=O)CCNC(=O)c2ccco2)CC1	1	1	-5	-19	-4	3	1.8	-2
Cc1c(C(=O)Nc2ccccc2F)sc2nc3n(c(=O)c12)CCC3	-75	14	-74	-10	3	0	4.1	4
Cn1c(=O)c2c(ncn2CC(=O)N2CCCCCC2)n(C)c1=O	0	0	2	11	-3	-1	1.6	0
CC(C)[C@H](N)c1cn([C@@H](CO)C(=O)N2CCNCC2)nn1	-1	-6	6	6	-1	0	-1.6	-12
COc1ccc(C(=O)NCCNc2ccc([N+](=O)[O-])cc2)cc1OC	10	22	-2	-10	-3	-5	2.1	6
COc1ccc(S(=O)(=O)N2CCCCCC2)cc1C(=O)OCc1c(C)noc1C	3	7	24	-1	2	-2	-2.1	-2
COCCNC(=O)CSCc1c(F)cccc1Cl	-26	-21	-16	-5	1	3	0.5	-3
Cc1ccc(NC(=O)COC(=O)CN2C(=O)C3CCCCC3C2=O)cc1C (configuration not stated)	-4	1	-4	5	1	2	-1.5	14
COc1ccc(/C=C/C(=O)c2ccc(Cl)s2)cc1O	-35	3	-2	-19	-2	0	11	69*
CN1CCN(C(=O)c2ccc(CN3CCOCC3)cc2)CC1	-22	6	6	5	1	0	-1.2	0
CC(=O)N(C)c1ccc(OCC(O)Cn2c(C)nc3ccccc32)cc1 (configuration not stated)	27	-1	-5	20	-2	-2	-0.5	2
COC(=O)c1sc2ncn(CC(=O)NCCc3ccc(OC)c(OC)c3)c(=O)c2c1C	-10	-8	-30	10	-3	2	-0.2	-9
CCCN1C(=O)/C(=C/c2ccc(C)o2)SC1=Nc1ccc(OC)cc1	-5	25	-22	21	-3	-6	0.7	0
CN(Cc1cccc(F)c1)C(=O)c1ccc(S(=O)(=O)N2CCOCC2)cc1	-2	25	13	26	2	-3	1.3	11
COc1ccc(CNC(=O)COc2cc3c(c4oc(=O)cc(C)c24)CCC(C)(C)O3)cc1OC	8	-63	6	15	3	6	0.7	4
Cc1cc(C)c2nc(C(F)(F)F)nc(NCCCN3CCOCC3)c2c1	-3	9	9	26	-2	1	-1.4	14
Fc1ccc(-c2nnc(-c3ccc(F)cc3)o2)cc1	-83	9	-97	-34	-3	-5	4.9	17
Cc1ccc(-c2cc(C(=O)NC3=NCCS3)c3cc(Br)ccc3n2)o1	-12	10	5	16	-5	-6	-0.5	20
CN1CCCN(C(=O)c2ccc(Cl)cc2)CC1	-16	-10	-13	12	-4	-2	-0.4	1
CC(NC(=O)CCNC(=O)c1ccco1)c1ccccc1 (configuration not stated)	11	16	23	5	0	-2	2.4	4
O=S(=O)(Nc1cccc(Cl)c1)c1cccc(-n2cnnn2)c1	-17	-1	-21	-7	-2	-1	0.4	3
CN(Cc1ccccc1)c1ccc(C(CC(N)=O)NC(=O)Cc2ccc(Br)cc2)cc1[N+](=O)[O-] (configuration not stated)	12	3	10	17	-6	-2	0.0	-10
COc1ccccc1OCCCC(=O)Nc1ccc2c(c1)OCCO2	-4	4	5	6	4	-3	-1.9	7
O=C(O)CCC(=O)Nc1ccc(Sc2ccc([N+](=O)[O-])cc2)cc1	-15	-3	-18	12	0	1	1.5	5
Cc1cccc(C)c1NC(=O)CSc1nnc(-c2cnccn2)n1C	3	-21	-2	19	-1	-2	2.7	-15
O=c1[nH]ncc2c3ccccc3n(Cc3cccc(Cl)c3)c12	-5	9	-20	36	0	0	-1.1	5
COc1ccc(NC(=S)N2CCC(C(=O)c3ccc(C)cc3)CC2)c(OC)c1	-9	-7	-8	2	-1	-6	1.0	11
COc1ccc(NS(=O)(=O)c2cccc(C(=O)NNC(=O)c3cccn3C)c2)cc1	16	-5	17	7	-3	-4	0.8	13
O=C(CCNC(=O)c1ccc([N+](=O)[O-])cc1)Nc1nc2ccccc2[nH]1	6	-21	-20	12	15	-2	3.2	-10
N#Cc1ccccc1NC(=O)c1ccccc1OCC(=O)NCc1ccco1	15	-11	24	7	-4	-3	-2.6	16
COc1cc(/C=N/Nc2ncc(C(F)(F)F)cc2Cl)cc(OC)c1OC	5	-1	-3	34	0	0	0.4	11
CCCn1cnc2cc(NC(=O)c3cccs3)ccc21	-113	-8	-53	-53	-3	0	4.3	49
CC(C)NC(=S)NN=C1c2ccccc2-c2ccccc21	8	14	-4	10	-6	1	0.5	-17
Cc1ccccc1-n1nnnc1SCC(=O)Nc1ccc(S(=O)(=O)N2CCCC2)cc1	-11	11	-8	-14	1	-1	0.7	11
CCOC(=O)c1cnc(-n2nc(C)cc2C)nc1NNc1cc(-c2ccccc2)nc(C)n1	5	-16	-37	45	-4	-3	14	-14
CCCCCn1c(SCC#N)nc2cc(C(=O)NCC3CCCO3)ccc2c1=O (configuration not stated)	8	5	0	-6	0	-2	-1.3	-5
COc1cc(/C=C2\SC(=O)NC2=O)ccc1OCc1ccc(Cl)nc1	-1	9	-47	-14	-1	7	2.4	-3
CCOC(=O)c1cnc(Nc2ccc(OCC)cc2)nc1C	-11	1	-12	4	-1	8	1.7	15
CC1(C)CC(=O)C2=C(C1)N=C1SCCC(=O)N1C2c1cccc([N+](=O)[O-])c1 (configuration not stated)	5	8	10	-1	-1	1	0.4	20
CCCNC(=S)N1CCC(NC(=O)Nc2ccc(C)cc2)CC1	-6	-18	6	6	-1	1	-2.4	-4
Cc1ccc(C)c(NC(=S)N2C3CCCC2CC(NC(=O)C2CC2)C3)c1 (configuration not stated)	-33	-4	-6	3	1	-1	1.0	7
COc1ccc(CSc2nnnn2-c2ccccc2)cc1	-7	1	-3	15	-3	-3	-1.1	34
O=C(O)c1cc([N+](=O)[O-])cc([N+](=O)[O-])c1N1CCN(c2cccc(C(F)(F)F)c2)CC1	-12	0	-3	19	-1	4	-0.8	10
OCC1(Cc2ccccc2)CCN(Cc2cnn(-c3ccccc3F)c2)CC1	14	5	-25	19	-1	0	-0.3	-8
COc1c2ccccc2nc2ccccc12	-4	-8	-33	31	-4	-1	0.4	9
CCOC(=O)N1CCN(C(=O)C2CCN(S(=O)(=O)c3c(C)cc(C)cc3C)CC2)CC1	2	-9	-3	5	-4	4	-2.1	17
CCc1ccc(NC(=O)c2sc3nc4n(c(=O)c3c2C)CCC4)cc1	-45	0	-50	-22	12	-1	4.4	34
CN(/C(=N\S(=O)(=O)c1ccccc1)c1ccccc1)c1ccc(O)cc1	9	16	4	-12	-1	1	-0.4	4
Cc1cc(=O)oc2cc(OC(C)C(=O)Nc3ccc(N4CCOCC4)cc3)ccc12 (configuration not stated)	-7	-6	17	3	0	-3	-0.7	-4
COc1ccc(C2CC(c3ccc(Cl)cc3Cl)n3nc(N)nc3N2)cc1 (configuration not stated)	-4	6	9	13	-3	-2	-1.9	-3
CCCCCCC(C)n1[nH]c(=O)c2c(C)cc(=O)[nH]c21 (configuration not stated)	0	-14	-7	-24	1	-2	2.0	1
O=C(Cc1ccc(-n2cccc2)cc1)NC1CCCCC1	-28	4	-37	-23	-2	-1	0.0	4
S=c1[nH]c2ccccc2n1CCOc1ccccc1	-7	5	-39	7	-1	7	-0.3	36
O=C(COC(=O)c1ccc(Br)o1)Nc1ccc2c(c1)OCCO2	4	3	16	18	-4	3	3.3	13
CCSc1nc2c(cnn2-c2ccc(C)cc2)c(=O)[nH]1	1	-38	-19	6	4	12	-3.0	17
O=C(CSc1nc2ncc(Br)cc2[nH]1)Nc1ccc2c(c1)OCO2	-17	-14	1	12	0	-1	6.7	5
CCSC1=C(C#N)C2(CCCCC2)C(C#N)=C(N)N1	-2	3	-8	41	-4	-1	2.6	9
CC1(C)Cc2c(sc(/N=C/N3CCOCC3)c2C#N)C(C)(C)N1	-4	19	6	21	0	0	-2.2	9
Cc1cc(C(=O)CSc2nnc(-c3ccccc3)n2-c2ccccc2)c(C)n1-c1ncn[nH]1	-13	16	-1	2	-4	0	1.8	6

Continued.
SMILES	Jurkat NFkB inh	APJ antagonist	697 NFkB inh	Mdm2-MdmX inh	APJ ag	XBP1 UPR activ	UPR CHOP act	tim23-1 inh
O=C1c2ccccc2C(=O)N1CCc1nn[nH]n1	-35	-1	-44	-15	0	-1	-1.2	15
CCSc1nc2c(c(=O)n(C)c(=O)n2C)n1Cc1ccc(Cl)cc1	5	18	-24	5	-2	-1	-1.2	37
Cc1ccc(/C=C2\SC(=S)N(CCCC(=O)Nc3ccc(O)cc3)C2=O)cc1	-1	-29	92*	93*	-7	-1	-7.0	22
Nc1[nH]c(=S)[nH]c(=O)c1-c1ccccc1	-1	13	10	9	4	-3	-0.4	12
Cc1nn(-c2ccccc2)nc1C(N)=O	-1	-4	-3	17	2	0	-0.9	-14
Cc1noc(C)c1CSCC(=O)OCC(=O)NC1CCCCC1	-2	0	2	16	-9	1	0.3	5
CCCc1ccc(-c2cc(C(=O)NC3=NCCS3)c3ccccc3n2)cc1	-78	11	-141	-90	5	1	7.2	39
Cn1nccc1NC(=O)c1nccnc1C(=O)O	-10	-11	-13	5	-2	1	-0.7	-9
Cc1ccc(C(=O)Cn2nnc(-c3ccccc3-n3cnnn3)n2)cc1	6	-2	28	30	0	-1	-2.7	15
O=C(COc1ccc(S(=O)(=O)N2CCOCC2)cc1)Nc1cccc([N+](=O)[O-])c1	-4	8	-3	-19	6	-4	-0.5	22
CC(C)(C)NC(=O)C(OC(=O)c1ccco1)c1ccccc1F (configuration not stated)	-7	14	-7	20	-1	-1	2.0	9
COc1cn(-c2ccccc2)nc1C(=O)Nc1ccccc1	-39	0	-34	11	-1	-2	4.5	19
O=C(Cn1cc(S(=O)(=O)Cc2ccccc2)c2ccccc21)N1CCOCC1	-11	6	-6	4	-5	-3	0.3	-18
Cc1cccc(Cn2c(N3CCc4ccccc4C3)nc3c2c(=O)[nH]c(=O)n3C)c1	-1	7	-35	24	-1	20	-0.6	-17
O=C(C1CCCN(Cc2ccc(Cl)cc2)C1)N1CCCCC1 (configuration not stated)	9	7	19	-33	-5	3	0.2	6

From PubChem
